Screens deposited in PubChem BioAssay by National Center for Advancing Translational Sciences (NCATS).
Abeta yeast res: qHTS for compounds that reverse cellular toxicity of Amyloid beta (A-beta) peptide in yeast: Primary Screen; yeast expressing A-beta42, growth rescue, OD600, 48 h; response scale: 0% DMSO, 100% iron-clioquinol control; Potency, µM (series often up to 46.1 µM), for inactives: at the top dose growth rescue, actives largely listed as activators; hit rate 0.063% among 410,000; also: nearly all actives have a fitted effect of over 55% in size
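Growth rescue measured by 600 nm absorbance after 48 h yeast culture at 30 C with compound. Values normalized between DMSO and an equimolar ferric chloride plus clioquinol control.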
FUS yeast rescue: qHTS for Suppressors of FUS Proteinopathy: Primary screen using FUS-linked yeast assay; S. cerevisiae FUS-expressing, growth rescue, OD600, 24 h; Potency, µM (highest dose often 76.6 µM), inactives show top-dose growth rescue (activation), most hits filed as activators; hit rate 0.24% among 390,000;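 also: plate controls were DMSO vehicle for no effect and reference control for full effect; nearly all actives have a fitted effect of over 55% in size; some results filed as inactive show a strong effect at the top dose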
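Cultures pregrown in 2.5% raffinose medium are shifted to minimal medium containing 2% galactose to express toxic FUS. Compounds are tested at several concentrations. After 24hr at 30C, growth is quantified at 600 nm absorbance.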
The depositor's hits bear a star; ? = inconclusive. Calls follow the shape of the dose curve; as a rule, active = well fitted activation curve with a large enough effect; inconclusive = small, poorly fitted or top-dose-only effect; inactive = no such curve, though single readings can be large or run the other way. Potency is read from the fitted curve at half-maximal effect.

SMILES | Abeta yeast res | FUS yeast rescue
COc1cc(NC(=O)c2ccc(C(=O)Nc3cc(OC)c(Cl)cc3OC)cc2)c(OC)cc1Cl | -1% | -12%
COc1ccccc1CNC(=O)C(C)n1c(=O)cc(-c2ccccc2)c2c(C)nn(C)c21 (centres undefined) | -10% | ?
Cn1c(CNC(=O)CSc2nc(-c3cccc(Cl)c3)nc3cc(=O)[nH]n23)nc2ccccc21 | -10% | 8%
CCOc1ccccc1NC(=O)N1CCN(S(=O)(=O)c2ccc3c(ccn3C)c2)CC1 | 5% | ?
CSc1cccc(NC(=O)CN2C(=O)COc3ccc(S(=O)(=O)N4CCC(C)CC4)cc32)c1 | -14% | 4%
Cc1cccc(-c2nc(SCCCOc3ccc(Cl)c(C)c3)n3[nH]c(=O)cc3n2)c1 | -19% | 1%
COc1cc(N2C(=O)CSC23C(=O)N(Cc2ccc(C)cc2)c2ccccc23)cc(OC)c1OC (centres undefined) | -11% | -7%
COc1ccc(CNC(=O)CCc2c(C)nc3c4cccnc4nn3c2C)cc1 | -12% | -13%
Cc1cccc(N2CCN(C(=O)NCc3noc4ccccc34)CC2)c1C | 0% | 34%
COC(=O)c1ccc2c(=O)n(CCCCCC(=O)N3CCN(c4cc(Cl)ccc4C)CC3)c(=O)[nH]c2c1 | -18% | 35%
O=C(COC(=O)c1cc(-c2cccs2)nc2ccccc12)c1ccc(F)cc1 | -13% | 22%
CC1CCCN(c2nc3c(-c4ccc(Cl)cc4)nnn3c3ccccc23)C1 (centres undefined) | -1% | -19%
CCc1ccc(S(=O)(=O)c2nnn3c2nc(NC(C)C)c2cc(Cl)ccc23)cc1 | -4% | -16%
CCOC(=O)C1(C)C=C(Nc2ccc(OC)cc2)C(=O)N1c1ccccc1 (centres undefined) | -9% | -14%
COc1ccc(CNC(=O)C2=C(C)C(=O)OC23CCN(C(C)=O)CC3)cc1 | -1% | -9%
COc1ccc(N2CCN(c3csc4ccccc4c3=O)CC2)cc1 | 9% | 9%
COc1cc(OC)c(NC(=O)c2c(C)oc3nc(C)nc(N4CCOCC4)c23)cc1Cl | -15% | 14%
CN(C)c1ccc(NC(=O)Cn2c(SCc3ccc(F)cc3)nc3ccncc32)cc1 | -22% | 21%
COc1ccc(-n2c(/C=C/c3ccccc3F)nc3cc(OC)c(OC)cc3c2=O)cc1Cl | -2% | ?
O=C(NCCOCCn1c(=O)oc2ccccc21)Nc1ccc(F)cc1F | 2% | -4%
Cc1cccc(C)c1NC(=O)Cn1nc(C)c2sc3ccccc3c2c1=O | -14% | -15%
O=C(NCC(c1ccc2c(c1)OCO2)N1CCN(c2ccccc2F)CC1)c1ccccc1F (centres undefined) | 1% | -4%
COC(=O)C(CCSC)NC(=O)c1c(C)oc2ncn(CC(C)C)c(=O)c12 (centres undefined) | -11% | 11%
O=C(NCc1ccccc1F)c1cc2ccccn2n1 | -16% | -8%
Cc1cc(C)cc(NC(=O)CSc2nc3sc4c(c3c(=O)[nH]2)CCCC4)c1 | -2% | 0%

Reprinted from the results shown, 2 compounds:
SMILES | Abeta yeast res | FUS yeast rescue
CCOc1ccccc1NC(=O)N1CCN(S(=O)(=O)c2ccc3c(ccn3C)c2)CC1 | 5% | ?
CSc1cccc(NC(=O)CN2C(=O)COc3ccc(S(=O)(=O)N4CCC(C)CC4)cc32)c1 | -14% | 4%

Other results follow:
SMILES | Abeta yeast res | FUS yeast rescue
Cc1ccc(C)c(N2CCN(C(=O)Cn3cnc4nc5c(cc4c3=O)CCCC5)CC2)c1 | -7% | -4%
CCOC(=O)c1ccc(N2C(=O)c3n[nH]c(-c4ccco4)c3C2c2ccc(C(=O)OC)cc2)cc1 (centres undefined) | -14% | ?
C=C(C)Cn1c(=O)c2c(nc3n2CCN3c2ccc(CC)cc2)n(C)c1=O | -22% | -12%
CC(C)c1ccc2occ(CC(=O)N(Cc3ccc(F)cc3)C3CCS(=O)(=O)C3)c2c1 (centres undefined) | -15% | ?
CCN(c1ccc(OC)cc1)S(=O)(=O)c1ccc2[nH]c(=O)ccc2c1 | -2% | 2%
Cc1ccc(C)c(NC(c2ccccc2)c2nnc(-c3ccccc3F)o2)c1 (centres undefined) | 17% | 20%
CCOC(=O)c1ccc(NC(=O)CSc2ncc(S(=O)(=O)c3ccc(C)c(Cl)c3)c(=O)[nH]2)cc1 | -8% | ?
COc1cccc(CNC(=O)c2ccc3nc(N4CCCCC4)sc3c2)c1OC | 0% | -14%
COc1ccc(C(=O)Nc2nc3n(n2)C(c2ccc(Cl)cc2)C=C(c2ccccc2)N3)cc1OC (centres undefined) | -1% | ?
Cc1nc(-c2ccccc2)sc1-c1ccc(SCC(=O)NCc2ccccc2)nn1 | 4% | 11%
CCn1c2c(c(=O)n3ncc(C(=O)Nc4cc(Cl)ccc4OC)c13)CN(Cc1ccc(OC)cc1)CC2 | 22% | ?
CCc1ccc(CNC(=O)c2cnc3sc(N4CCCC4)nn3c2=O)cc1 | -11% | -6%
CCCCOC(=O)c1ccc(Nc2nc3ccc(C)cc3n3cnnc23)cc1 | -14% | -1%
CCc1cc2c(cc3c(=O)n(CC(=O)N4CCN(c5cccc(C)c5C)CC4)nc(CC)n32)s1 | -17% | 16%
COc1ccc2c(c1)c(=O)c(C(=O)c1ccc(F)cc1)cn2CC(=O)Nc1ccc2c(c1)OCO2 | 6% | -18%
O=C(Cn1nc(C(F)(F)F)c2c1CCCC2)Nc1ccc(F)c(Cl)c1 | -5% | 5%
COc1cc(OC)cc(-n2c(=O)c3sccc3n(Cc3c(C)cc(C)cc3C)c2=O)c1 | -12% | -15%
CC1=C(c2ccc(C(C)C)cc2)S(=O)(=O)N=C1N1CCC(C(=O)Nc2ccc(C)cc2)CC1 | 5% | -24%
CN(C)CCNC(=O)c1ccc(-n2c(-c3ccccc3)cc3c2CCCCC3)cc1 | -25% | -4%
CCc1ccc2nc(N(CCN(CC)CC)C(=O)c3cccs3)sc2c1 | -11% | 4%
COc1ccc(OC)c(S(=O)(=O)NCCc2sc(-c3cccnc3)nc2C)c1 | -14% | 4%
CCc1ccc(NC(=O)C2CCCN(c3nnc(C)c4c(C)n(-c5ccccc5)nc34)C2)cc1 (centres undefined) | 3% | -10%
COCCn1c(=NC(=O)c2ccc3c(c2)OCCO3)sc2cc(C(=O)OC)ccc21 | -2% | -11%
CCCCNc1nc2c(S(=O)(=O)c3ccc(Br)cc3)nnn2c2ccsc12 | -13% | -1%
Cc1oc2ncn(CC(C)C)c(=O)c2c1C(=O)NCCc1ccccc1 | -26% | 35%
Other results
SMILES | Abeta yeast res | FUS yeast rescue
O=C(NCc1ccccc1)C(=O)NCC(c1cccnc1)N1CCN(c2ccccc2)CC1 (centres undefined) | 7% | 8%
O=C(Cn1nc(Cc2cccnc2)c2ccccc2c1=O)N1CCN(c2ccc(F)cc2)CC1 | -8% | 8%
COc1ccc(CCNC(=O)c2cc3c(=O)n4ccccc4nc3n2C)cc1 | 0% | -22%
Cc1ccc(C)c(NC(=O)CN2CCCN(Cc3cccc(Cl)c3)S2(=O)=O)c1 | 15% | 44%
Cn1nnc2c(N3CCN(c4ccccc4Cl)CC3)ncnc21 | -5% | 18%
CCOC(=O)c1cccc(NC(=O)c2cc(C)nc3c2c(C)nn3-c2ccc(C)cc2)c1 | 10% | ?
Cc1ccc(NS(=O)(=O)c2cc3[nH]c(=O)c(=O)[nH]c3cc2C)cc1Cl | -9% | -24%
CCOc1ccc(/C=C/c2nc(C#N)c(NC(C)c3ccccc3)o2)cc1 (centres undefined) | -5% | -15%
CCOc1ccc(CNC(=O)c2oc3c(c2C)-c2nn(Cc4cccc(Cl)c4)cc2CC3)cc1 | 7% | ?
CCOC(=O)C1CCN(c2nc3c(S(=O)(=O)c4ccc(CC)cc4)nnn3c3ccc(Cl)cc23)CC1 | -13% | 1%
CCC1CN(C(=O)N2CCC(C(=O)NCCN(C)C)CC2)c2ccccc2O1 (centres undefined) | -12% | 0%
COc1cccc(NC(=O)CSc2nc3ccc(NC(=O)c4cccs4)cc3s2)c1 | -10% | 14%
CCOC(=O)c1cc(S(=O)(=O)Nc2ccccc2OCC)[nH]n1 | -5% | 2%
COCCCNC(=O)C1CCN(C(=O)c2cnn(-c3ccccc3)c2-n2cccc2)CC1 | -12% | -2%
Cc1ccc(Cl)cc1NC(=O)C(C)n1nnc2sc3c(c2c1=O)CCCC3 (centres undefined) | -1% | 0%
O=C(O)CCc1nnc2cnc3ccccc3n12 | -7% | -29%
O=C(NCc1ccc(Cl)cc1)c1ccc2c(Cl)c3c(nc2c1)CCCC3 | 14% | -32%
COc1ccc(-n2c(SCC(=O)c3ccc(Cl)cc3)nc3c([nH]c4ccccc43)c2=O)cc1 | 0% | -10%
CCC(Sc1nc2nccnc2c(=O)n1Cc1ccc(F)cc1)C(=O)NC1CCCCC1 (centres undefined) | 8% | -11%
CCCCNC(=O)c1ccc2c(=O)n(-c3ccccc3)c(=O)[nH]c2c1 | -5% | -13%
O=S(=O)(NCc1nc2cccnc2n1Cc1ccc(F)cc1)c1ccc(Cl)s1 | 0% | 18%
CCc1ccc(NC(=O)Cn2c(=O)c(CNc3ccccc3)cc3cc(OC)c(OC)cc32)cc1 | -23% | 23%
CC(=O)N1c2ccccc2C(=O)C1N1CCN(c2ccc(Cl)cc2)CC1 (centres undefined) | 18% | 2%
COc1cccc(NC(=O)C2CCCN(c3nnc(-n4c(C)ccc4C)s3)C2)c1 (centres undefined) | 3% | 10%
CCOC(=O)c1c(NC(=O)CSc2cn(CCNC(=O)c3ccccc3F)c3ccccc23)sc2c1CCCC2 | -6% | 31%

Continued, starting with the last 3 of the part before.
SMILES | Abeta yeast res | FUS yeast rescue
CC(=O)N1c2ccccc2C(=O)C1N1CCN(c2ccc(Cl)cc2)CC1 (centres undefined) | 18% | 2%
COc1cccc(NC(=O)C2CCCN(c3nnc(-n4c(C)ccc4C)s3)C2)c1 (centres undefined) | 3% | 10%
CCOC(=O)c1c(NC(=O)CSc2cn(CCNC(=O)c3ccccc3F)c3ccccc23)sc2c1CCCC2 | -6% | 31%
CC(C)(C)OC(=O)N1CCC(c2c(C(=O)N3CCN(c4ncccn4)CC3)cnn2-c2ccc(F)cc2F)CC1 | 5% | 31%
Cc1nn(S(=O)(=O)c2ccc(C(C)(C)C)cc2)c(C)c1S(=O)(=O)N1CCCCCC1 | -13% | 8%
Cc1ccccc1NC(=O)c1sc2nc3c(cc2c1N)CCCC3 | -18% | 2%
Cc1c(-c2cccc(NC(=O)C(C)(C)C)c2)nc2ncccn12 | 9% | 7%
Cc1ccc2oc(-c3ccc(C)c(NC(=O)c4ccc(N5CCC(C)CC5)c([N+](=O)[O-])c4)c3)nc2c1 | -14% | -16%
Cc1ccc2c(c1)c1c(c(=O)n(-c3cccc(Cl)c3)c(=O)n1CC(=O)NCCC1=CCCCC1)n2C | -3% | 2%
Cc1nc(Oc2ccc(F)cc2Cl)c2oc3ccccc3c2n1 | 19% | -4%
O=C(NCCS(=O)(=O)N1CCN(c2ccccc2F)CC1)c1ccccc1C(F)(F)F | -7% | -1%
CCOc1ccccc1CNC(=O)CN1C(=O)C2CCCCN2c2ccc(C(=O)N(C)C)cc21 (centres undefined) | -14% | 12%
CC(=O)c1ccc(NC(=O)CSc2cn(CC(=O)N3CCCCC3)c3ccccc23)cc1 | -8% | 9%
COc1ccc(OC)c(CNS(=O)(=O)c2ccc(-c3coc(C)n3)cc2)c1 | -6% | -9%
COc1ccc(NC(=O)c2nn(C)c3c2CSc2ccc(C)cc2-3)cc1OC | -21% | 31%
Cc1ccc(NS(=O)(=O)c2c(C)nc3sc(C)cn3c2=O)c(C)c1 | 8% | 5%
Cc1ccc(-n2c(C)nc3c(cnn3-c3ccccc3)c2=O)cc1 | -10% | -15%
Cc1csc2nc(-c3cccc(NC(=O)c4cccc(F)c4)c3)cn12 | -31% | 36%
CCc1ccc(CNC(=O)CN(c2ccc(C)cc2)S(=O)(=O)N(C)C)cc1 | 5% | -6%
COc1ccccc1C(=O)Nc1nc2ccc(S(=O)(=O)N3CCCC3)cc2s1 | -4% | 2%
COCCCNC(=O)CSc1nc2ccccc2c(=O)n1Cc1ccco1 | -8% | -19%
CCOc1ccc(-n2c(C)nc3cc(C(=O)NCc4ccc(C)cc4)ccc32)cc1 | -32% | ?
Cc1ccc(-c2nc(CS(=O)(=O)CC(=O)NC(C)CCc3ccccc3)c(C)o2)cc1 (centres undefined) | 2% | 34%
CCOC(=O)c1ccc(NC(=O)c2sc3ccccc3c2Cl)cc1 | -5% | -3%
CCc1ccc(NC(=O)c2cc3c(=O)n(Cc4cccnc4)ccc3nc2C)cc1 | -14% | ?
CCN(CC)c1ccc(NC(=O)c2cnc3c(-c4ccccc4)c(C)nn3c2C)c(C)c1 | -12% | 2%

Rewritten as labelled records: entries from further up.
SMILES: O=C(NCCS(=O)(=O)N1CCN(c2ccccc2F)CC1)c1ccccc1C(F)(F)F
- Abeta yeast res = -7%
- FUS yeast rescue = -1%

SMILES: CCOc1ccccc1CNC(=O)CN1C(=O)C2CCCCN2c2ccc(C(=O)N(C)C)cc21 (centres undefined)
- Abeta yeast res = -14%
- FUS yeast rescue = 12%

SMILES: CC(=O)c1ccc(NC(=O)CSc2cn(CC(=O)N3CCCCC3)c3ccccc23)cc1
- Abeta yeast res = -8%
- FUS yeast rescue = 9%

SMILES: COc1ccc(OC)c(CNS(=O)(=O)c2ccc(-c3coc(C)n3)cc2)c1
- Abeta yeast res = -6%
- FUS yeast rescue = -9%

Only part of the results is shown; count on the stated rates, not on these rows.
